Screening results: PubChem, several laboratories
STEP block = blocks human striatal-enriched tyrosine phosphatase. inhibition, % at 20 µM. AID 588621. recombinant STEP, OMFP fluorogenic substrate, fluorescence. 360,000 tested, 0.25% active;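 active = inhibition at 20 µM, scaled per plate between control wells, above about 37%, limit read from the data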;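 also: 0% = DMSO with enzyme and substrate and 100% = substrate only without enzyme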
Target sequence (P54829 whole entry, looked up): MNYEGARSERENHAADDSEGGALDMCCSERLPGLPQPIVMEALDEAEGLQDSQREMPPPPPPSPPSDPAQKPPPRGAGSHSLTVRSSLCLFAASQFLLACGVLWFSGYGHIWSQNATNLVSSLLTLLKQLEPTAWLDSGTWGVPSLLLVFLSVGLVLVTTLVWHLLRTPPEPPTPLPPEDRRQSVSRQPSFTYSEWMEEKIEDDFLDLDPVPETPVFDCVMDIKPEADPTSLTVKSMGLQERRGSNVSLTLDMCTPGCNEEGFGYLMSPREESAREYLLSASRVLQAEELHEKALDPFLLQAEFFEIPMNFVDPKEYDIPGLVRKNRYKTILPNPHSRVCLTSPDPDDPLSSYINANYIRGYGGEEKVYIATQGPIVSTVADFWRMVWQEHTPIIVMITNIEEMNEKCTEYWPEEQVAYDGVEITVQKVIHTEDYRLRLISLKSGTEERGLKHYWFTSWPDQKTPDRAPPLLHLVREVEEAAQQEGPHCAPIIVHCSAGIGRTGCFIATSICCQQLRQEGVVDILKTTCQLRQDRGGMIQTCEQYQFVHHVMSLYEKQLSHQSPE
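System: isolated STEP enzyme; schedule: 20 min enzyme reaction at room temperature, protected from light; medium: Bis-Tris buffer pH 6.0, 2.5 mM DTT, 0.005% Tween 20; signal: fluorescence, 480/540 nm; dosing: single compound dose of 20 µM, 1% DMSO final; also added: OMFP substrate, 25 µM final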
DNMT1 inh = inhibitors of human DNMT1; 360,000 tested, 0.83% active; AID 588458; DNMT1 molecular beacon, Hinp1I cleavage, fluorescence; inhibition (reported as % activation of signal), % at 10 µM; P26358; in the data active = inhibition above about 50%
Neddyl block = cullin neddylation inhibition. P61081+Q13564. TR-FRET cullin neddylation, biochemical. calls only at 25 µM. 360,000 tested, 0.58% active. AID 651699; in the data active = inhibition above about 36%
CendR NRP1 mod = alters CendR peptide binding to human NRP-1; FAM-RPARPAR peptide binding to NRP-1, fluorescence polarization; inhibition, % at 25 µM; 360,000 tested, 0.85% active; AID 602438;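 active = inhibition or corrected inhibition above about 18%, plus a signal ratio from 0.5 to 1.5, limit read from the data, passing the limit was not always enough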; also: strong numbers were not always called active
NadD inh = inhibitors of Staphylococcus aureus NadD. purified NadD enzyme, colorimetric absorbance read-out. 360,000 tested, 0.78% active. inhibition, % at 20 µM; in the data active = inhibition above about 26%; also: some compounds past the cut are filed as inactive
SUMO1 PPI mod = SUMO1-SIM interaction modulation; SUMO1 binding to a labelled peptide, TR-FRET, 1 h; inhibition, % at 20 µM; 360,000 tested, 0.33% active; AID 602429; in the data active = inhibition above about 37%
Target sequence (P63165 whole entry, looked up): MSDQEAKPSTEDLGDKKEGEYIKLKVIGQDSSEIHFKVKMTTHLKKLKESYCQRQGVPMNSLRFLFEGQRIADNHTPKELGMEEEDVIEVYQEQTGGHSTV
SKN-1 inh = inhibitors of C. elegans SKN-1; inhibition, % at 21.8 µM; 360,000 tested, 0.49% active; C. elegans VP596 Pgst-4::GFP/RFP ratio, acrylamide-induced, 24 h;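 active = interference check ratio from 0.5 to 1.5 plus GFP to RFP signal ratio inhibition reaching or exceeding a fixed threshold, cut at about 30% in these data, passing the limit was not always enough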; also: some compounds called inactive have numbers as strong as hits
Tb MetRS inh = blocks T. brucei methionyl-tRNA synthetase activity. purified T. brucei MetRS, ATP depletion, Kinase-Glo luminescence. inhibition, % at 11.9 µM. 360,000 tested, 0.4% active. AID 624268;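 active = inhibition above a per-plate cutoff of the control wells' mean inhibition plus 3 SD, cut at about 5.5% in these data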;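 also: 0% = DMSO wells median and 100% = median of wells with control inhibitor compound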
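Dosing: 11.9 µM compound single dose, 0.9% DMSO; Assay system: purified T. brucei MetRS enzyme; Measured by: Kinase-Glo luciferase luminescence reporting remaining unconsumed ATP; Schedule: 15 min plus 2 h at 25 °C.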
LMPTP block = blocks human LMPTP phosphatase | P24666 | recombinant LMPTP-A, OMFP fluorogenic substrate, fluorescence intensity | inhibition, % at 20 µM | 360,000 tested, 0.22% active;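 active = compounds that cut the enzyme signal by at least half of the control window in the single-dose screen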;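 also: plate controls were DMSO wells with enzyme plus substrate for no effect and substrate without enzyme for full effect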
Target sequence (P24666 whole entry, looked up): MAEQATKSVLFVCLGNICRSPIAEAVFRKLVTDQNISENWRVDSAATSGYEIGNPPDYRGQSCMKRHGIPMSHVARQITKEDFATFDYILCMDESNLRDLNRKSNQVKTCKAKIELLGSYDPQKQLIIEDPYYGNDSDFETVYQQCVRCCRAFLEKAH
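Assay system: LMPTP-A, protein tyrosine phosphatase of low molecular weight / Medium: pH 6.0 Bis-Tris buffer with DTT and Triton X-100 / Schedule: 50 min enzyme reaction at room temperature, protected from light / Measured by: endpoint fluorescence intensity from OMFP dephosphorylation / Read-out basis: % inhibition relative to no-enzyme and uninhibited control wells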
Scp1 inh = Scp-1 (human) phosphatase inhibition; inhibition, % at 20 µM; AID 493091; Recombinant Scp1, phosphopeptide, malachite green phosphate absorbance; 340,000 tested, 0.88% active; Q9GZU7;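 active = inhibition above about 50% at 20 µM, limit read from the data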;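 also: plate controls were DMSO wells with enzyme for no effect and wells lacking enzyme for full effect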
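assay system = SCP-1 phosphatase catalytic domain, residues 76-261 | buffer or medium = 50 mM Tris acetate pH 5.5, 0.005% Tween-20, 10 mM MgCl2 | incubation = enzyme reaction 45 min at room temperature, colour 5 min, stabilisation 30 min | signal = Phosphate-binding colour reagent, absorbance read at 630 nm | measure = % inhibition at 20 µM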
* hit, by the source's call; i = inactive; nt = no result given.

LMPTP block	SKN-1 inh	NadD inh	STEP block	Scp1 inh	Tb MetRS inh	CendR NRP1 mod	Neddyl block	DNMT1 inh	SUMO1 PPI mod	compound
3.5	6.7	-0.5	-2.5	6.1	-0.4	-26.5	i	0.2	-7.0	CCNc1nc(C#N)nc2c1ncn2-c1cc(F)cc(F)c1
-2.6	81.1	-2.0	-1.4	2.6	-1.0	-0.3	i	-2.4	-0.2	O=c1c2ccccc2n2cnnc2n1-c1ccccc1
0.9	-1.5	-7.7	-1.9	-10.5	-0.3	-5.6	i	-0.6	3.7	COc1ccc(NC(=O)COc2ccc(N(C)S(=O)(=O)c3ccc(Cl)cc3)cc2)cc1OC
2.3	1.8	-1.6	3.6	nt	-1.3	2.6	i	6.4	4.7	CCOC(=O)C1=C[C@@H](C(C)(C)C)N(S(=O)(=O)c2ccc(C)cc2)[C@H]1c1ccc(OC)cc1
-0.8	-2.1	-5.7	-0.7	-1.9	-0.5	-10.1	i	-5.3	2.1	O=C(CSc1oc(-c2ccc(F)cc2)nc1S(=O)(=O)c1ccccc1)NCC1CCCO1 (centres undefined)
0.7	-16.7	3.9	0.8	-8.4	-0.2	-6.4	i	-2.2	-8.2	O=C(NCCc1csc(-c2cccnc2)n1)c1cccc2ccccc12
1.0	5.8	-5.9	-3.0	-21.8	-0.8	-6.0	i	-3.1	-4.9	C=CCOc1ccc(C2=NOC(C(=O)Nc3ccc4c(c3)OCCO4)C2)cc1OC (centres undefined)
-0.3	4.7	-7.1	1.1	-9.1	0.2	-2.5	i	4.7	-1.4	O=C1[C@@H]2CSCN2C(=O)CN1Cc1cccc(C(F)(F)F)c1
-0.5	2.4	3.6	0.9	-5.1	-1.3	10.2	i	8.7	-5.9	COc1cc2c(cc1OC)C(c1ccccc1)=NCC2
9.4	7.3	-7.2	4.9	-9.6	-0.1	-16.0	i	2.2	0.8	O=C(COc1ccccc1C(=O)Nc1ccccc1)c1ccc(F)cc1
2.1	-7.1	-3.6	-1.1	-6.7	-0.3	3.7	i	1.5	-0.4	Nc1ncncc1-c1ccccc1Cl
0.5	-8.1	-5.2	-2.3	0.1	-0.4	-2.9	i	4.3	-3.1	O=C(Cc1cccc(F)c1)N1CCCC(CO)(Cc2ccc(F)cc2F)C1 (centres undefined)
-0.6	15.1	2.9	0.4	-5.2	-0.2	1.5	i	-7.6	-3.8	O=C1N[C@@H](Cc2ccccc2)C(=O)N2CCC[C@@H]12
-0.9	-1.4	9.9	-3.0	-7.1	-0.2	8.1	i	-0.9	2.5	Cc1ccc(SCC(=O)n2nc(C)cc2C)cc1
1.0	4.3	-2.1	-0.8	3.8	-1.3	6.2	i	-0.1	-3.5	COc1ccc(CCNC(=O)c2c(C)nc3ccccn23)cc1OC
-1.8	-15.4	-5.3	-5.2	-3.8	-0.1	1.0	i	4.9	-24.2	COc1ccc(NC(C)=O)c([N+](=O)[O-])c1[N+](=O)[O-]
-2.3	5.9	-1.6	-2.5	-5.3	-0.6	-11.4	i	2.6	2.9	CCOP(=O)(OCC)C(NC(=O)Nc1ccccc1)C(N)=O (centres undefined)
-0.1	-3.6	4.2	2.3	-0.8	0.1	-13.4	i	1.1	0.5	CCOc1ccc(C(=O)NCC(=O)OCc2c(C)noc2C)cc1OCC
-0.4	3.9	2.4	-1.2	58.3*	0.2	-3.3	i	0.0	6.7	COC(=O)c1sccc1NC(=O)CSc1ccccc1N
-1.7	4.2	-0.2	-1.1	-14.7	1.1	0.0	i	1.2	2.7	CCOC(=O)N1CCC2(CC1)C(C#N)=C(N)OC1=C2C(=O)CC(C)C1 (centres undefined)

Following part:
LMPTP block	SKN-1 inh	NadD inh	STEP block	Scp1 inh	Tb MetRS inh	CendR NRP1 mod	Neddyl block	DNMT1 inh	SUMO1 PPI mod	compound
-0.7	13.7	3.3	-1.3	-15.4	-0.1	-6.5	i	-1.0	0.0	Cc1ccc(-n2c(Cc3cccs3)nnc2SCC(=O)OC(C)C)cc1
1.4	3.2	-8.0	-0.8	-2.8	0.0	-3.6	i	-7.4	4.5	CC(C)(C)N(Cc1ccccc1)C(=O)CSc1nnc(CNc2ccc(F)cc2)o1
0.4	0.2	0.9	0.5	-5.6	0.1	-14.1	i	0.7	-0.2	COC(=O)c1sc(NC(=O)Cc2cccs2)nc1C
1.1	1.6	-0.4	-0.7	1.9	-0.5	1.2	i	-1.4	0.6	COc1cc(S(=O)(=O)Nc2ccc(Br)cc2)ccc1N
-1.2	10.8	-0.5	-1.5	-4.2	-0.3	-2.2	i	5.9	4.8	C=CCNc1nc(Cl)ncc1F
-0.5	-4.3	-4.2	-0.9	0.4	0.1	1.6	i	0.4	-4.0	COc1ccc(C2=NN(C(=O)CN3CCCCC3)C(c3ccc(C)cc3)C2)cc1 (centres undefined)
3.3	-13.9	-2.9	1.1	-10.6	0.1	-4.9	nt	-2.0	1.7	c1ccc(C2CC(c3cccs3)=NN2c2ccccc2)cc1 (centres undefined)
8.7	-3.0	8.3	1.7	9.3	-0.1	4.8	i	-16.2	-19.2	COC(=O)CCCC1=CC2=CC(=O)C(C)(OC(=O)c3cccs3)C(=O)C2=CN1Cc1ccccc1 (centres undefined)
2.0	-1.1	-5.0	-3.7	-0.7	0.6	1.7	i	1.4	-18.0	CCCCN1C(=O)c2ccc(C(=O)Nc3ccccc3N3CCOCC3)cc2C1=O
-1.2	-10.5	-11.0	-3.5	-3.0	0.3	-8.6	i	-1.6	5.5	COc1ccc(-c2csc(NC(=O)CSc3n[nH]c(N)n3)n2)cc1
-0.5	-9.6	1.5	-0.7	-2.9	-0.1	5.7	i	0.4	-2.9	O=c1c2c([nH]c3ccccc13)CCCCC2
0.9	-6.7	-0.3	-1.6	-2.3	0.2	-1.8	i	0.9	2.5	O=S(=O)(Nc1cccnc1)c1ccc(C2CCCCC2)cc1
-1.8	-9.7	-8.9	-0.6	26.8	-0.3	-21.4	i	24.8	1.1	C=C(C)C(=O)Nc1cccc(C2=NOC3(C2)C[C@@H](C(N)=O)N(C(=O)[C@H]2CCC(=O)N2)C3)c1 (some centres undefined)
-2.6	7.1	-1.2	-6.0	0.4	-0.1	-9.2	i	1.6	7.0	O=C(CSc1nnc(-c2ccccc2Br)o1)Nc1nncs1
-0.9	6.9	-5.3	2.7	10.9	-0.1	5.7	i	-0.9	4.4	Cc1cc(C)c(NC(=S)N(Cc2cccnc2)Cc2ccco2)c(C)c1
-0.1	17.5	2.1	0.0	9.8	-0.2	-2.6	i	-2.5	-0.6	Nc1ccc(C2(c3ccc(N)cc3)C(=O)Nc3ccccc32)cc1
0.5	-8.3	-1.7	-5.3	-6.5	0.2	8.3	i	-1.9	-2.1	CCNC(=O)N1CCCC(C(=O)c2ccc(OC)c(OC)c2)C1 (centres undefined)
2.2	-13.2	4.4	-0.5	34.4	-0.5	-16.1	i	44.3	8.0	CC1CN(Cc2c(O)ccc3c2oc(=O)c2ccccc23)CC(C)O1 (centres undefined)
-1.9	3.8	1.4	0.8	nt	-1.0	-5.9	i	-2.1	3.2	CNC[C@@H]1Oc2cc(Br)ccc2S(=O)(=O)N([C@H](C)CO)C[C@H]1C
-2.0	-3.6	-1.3	-1.9	nt	0.6	-5.5	i	1.2	2.3	CNC(=O)C1(c2ccccc2)CCCCC1

Some of these compounds in order of their number in SKN-1 inh, low to high.
LMPTP block	SKN-1 inh	NadD inh	STEP block	Scp1 inh	Tb MetRS inh	CendR NRP1 mod	Neddyl block	DNMT1 inh	SUMO1 PPI mod	compound
-1.8	-9.7	-8.9	-0.6	26.8	-0.3	-21.4	i	24.8	1.1	C=C(C)C(=O)Nc1cccc(C2=NOC3(C2)C[C@@H](C(N)=O)N(C(=O)[C@H]2CCC(=O)N2)C3)c1 (some centres undefined)
2.1	-7.1	-3.6	-1.1	-6.7	-0.3	3.7	i	1.5	-0.4	Nc1ncncc1-c1ccccc1Cl
1.4	3.2	-8.0	-0.8	-2.8	0.0	-3.6	i	-7.4	4.5	CC(C)(C)N(Cc1ccccc1)C(=O)CSc1nnc(CNc2ccc(F)cc2)o1

(list continues)
LMPTP block	SKN-1 inh	NadD inh	STEP block	Scp1 inh	Tb MetRS inh	CendR NRP1 mod	Neddyl block	DNMT1 inh	SUMO1 PPI mod	compound
-1.0	-3.3	nt	nt	nt	0.1	0.4	i	nt	8.3	COC(=O)C[C@@H]1C=C[C@@H](NS(=O)(=O)c2ccc(OC)cc2)[C@@H](CO)O1
0.0	0.5	-1.2	-2.6	-7.1	-0.2	0.8	i	-0.4	-7.2	CC(C)CN1C(=O)c2ccc(NC(=O)c3ccco3)cc2C1=O
-0.1	2.7	-3.7	1.7	-6.1	-0.8	-8.4	i	1.6	-12.6	Cc1c([N+](=O)[O-])c(C(=O)Nc2ccc3c(c2)OCCO3)nn1C
3.0	7.3	6.4	2.5	-2.8	0.2	-13.9	i	42.2	-6.0	O=C(Cn1c2ccccc2c(=O)c2ccccc21)Nc1cccc(F)c1
0.6	18.0	-1.0	-2.2	-9.1	0.1	-1.3	i	-3.6	-14.4	OC(COc1ccc2ccccc2c1Cl)CN1CCOCC1 (centres undefined)
3.0	4.8	-7.7	0.9	-14.8	-0.3	-5.7	i	-1.5	-9.1	O=C(N/N=C/c1cccc(Oc2ccccc2)c1)c1cccc(O)c1
-0.8	8.0	11.3	-1.9	-11.7	-0.3	-7.7	i	1.6	-1.1	C=C(C)CNC(=S)N/N=C/c1ccccc1OCC(=O)O
-1.3	10.4	-11.5	1.4	-14.2	0.0	6.3	nt	-1.2	-1.9	CC(=O)N1CCN(c2cc3c(cc2F)c(=O)c(C(=O)O)cn3C2CC2)CC1
16.1	9.7	32.9*	1.8	-5.2	10.6*	-66.6	i	76.3*	42.2*	CCCCn1c(NC(=O)c2ccccc2)c(C#N)c2nc3ccccc3nc21
